GDH-TPI inh – counter-screen for M. tuberculosis FBA inhibitors: GDH-TPI coupled enzymes; actives 1.2% (n = 360,000); inhibition, % at 4.8 µM; GDH-TPI coupled enzyme counterscreen, NADH absorbance; in the data active = inhibition above about 30%;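 note: 0% = DMSO wells and 100% = wells lacking the enzyme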
PrPC surface inh – reduces human prion protein on the cell surface; cell surface PrPC, TR-FRET read-out; AID 720596; inhibition, % at 13.8 µM; actives 0.43% (n = 370,000); in the data active = inhibition above about 24%; note: 0% = median of the test wells and 100% = reference compound wells
Rv3671c inh – inhibits the M. tuberculosis serine protease Rv3671c | inhibition, % at 5.96 µM | actives 0.048% (n = 320,000); in the data active = inhibition above about 38%;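 note: extracellular domain of Rv3671c used as enzyme; 0% = enzyme with DMSO and 100% = no enzyme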
Target sequence (P9WHR9 whole entry, looked up, the tested form may be a part): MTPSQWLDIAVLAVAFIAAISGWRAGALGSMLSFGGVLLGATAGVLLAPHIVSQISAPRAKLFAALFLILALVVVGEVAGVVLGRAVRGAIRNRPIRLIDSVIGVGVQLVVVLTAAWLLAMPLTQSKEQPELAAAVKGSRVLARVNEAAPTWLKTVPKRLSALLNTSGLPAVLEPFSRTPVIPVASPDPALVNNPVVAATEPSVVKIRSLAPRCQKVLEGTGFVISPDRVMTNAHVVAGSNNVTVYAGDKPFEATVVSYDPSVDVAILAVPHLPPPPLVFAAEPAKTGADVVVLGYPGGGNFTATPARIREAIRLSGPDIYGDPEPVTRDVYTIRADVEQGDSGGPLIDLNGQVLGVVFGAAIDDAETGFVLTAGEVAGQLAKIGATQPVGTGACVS
Mtb BioA inh – BioA (M. tuberculosis) enzyme inhibition. purified M. tuberculosis BioA enzyme, plate reader. inhibition, % at 9.99 µM. AID 602481. actives 0.096% (n = 360,000); in the data active = inhibition above about 40%; inconclusive = no clear call, values can overlap the other calls
UGM FP inh – blocks M. tuberculosis UGM enzyme; inhibition, % at 10 µM; actives 0.06% (n = 320,000); purified UGM, fluorescence polarization probe displacement; in the data active = inhibition above about 10%, passing the limit was not always enough; inconclusive = no clear call, values can overlap the other calls
Target sequence (P9WIQ1 whole entry, looked up): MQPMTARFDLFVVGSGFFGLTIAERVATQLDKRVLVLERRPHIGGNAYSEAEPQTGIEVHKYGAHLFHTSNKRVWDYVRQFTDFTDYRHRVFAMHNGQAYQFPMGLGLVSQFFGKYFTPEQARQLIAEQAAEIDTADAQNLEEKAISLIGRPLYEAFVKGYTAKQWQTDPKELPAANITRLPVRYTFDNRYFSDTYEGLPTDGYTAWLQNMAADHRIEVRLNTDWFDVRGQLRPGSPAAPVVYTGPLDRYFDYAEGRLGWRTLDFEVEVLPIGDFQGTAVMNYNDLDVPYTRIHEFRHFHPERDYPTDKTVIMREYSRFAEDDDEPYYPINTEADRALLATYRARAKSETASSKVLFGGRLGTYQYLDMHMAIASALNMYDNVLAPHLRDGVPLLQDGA
FadD28 FP inh – inhibitors of Mycobacterium tuberculosis FadD28 bisubstrate binding | FadD28 bisubstrate probe binding, fluorescence polarization | inhibition, % at 12.5 µM | actives 0.22% (n = 360,000) | AID 588549; in the data active = inhibition above about 8.5%, passing the limit was not always enough; inconclusive = no clear call, values can overlap the other calls
BoNT F protease – BoNT F light chain protease inhibition. actives 0.22% (n = 360,000). Multiplex microsphere protease cleavage assay, flow cytometry. AID 588497. inhibition, % at 10 µM; in the data active = inhibition above about 35%, passing the limit was not always enough; inconclusive = no clear call, values can overlap the other calls; note: plate controls were buffer without enzyme for full effect and enzyme alone for no effect
MazEF act – increases E. coli MazEF RNase cleavage of RNA. actives 0.32% (n = 350,000). FAM/BHQ RNA-DNA oligo cleavage fluorescence, 5 h. activation, % at 20 µM. P0AE70. AID 504720; in the data active = activation above about 50%
Target sequence (P0AE70 whole entry, looked up): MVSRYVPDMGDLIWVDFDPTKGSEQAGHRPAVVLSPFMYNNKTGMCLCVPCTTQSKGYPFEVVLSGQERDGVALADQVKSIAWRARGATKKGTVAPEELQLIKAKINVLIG
Mtb FBA inh – inhibits M. tuberculosis FBA enzyme | actives 2.3% (n = 360,000) | AID 588726 | inhibition, % at 1 µM | purified M. tuberculosis FBA, fluorescence read-out | P9WQA3; in the data active = inhibition above about 27%;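 note: 0% = vehicle and 100% = reference inhibitor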
Active calls of the source: *; ? = inconclusive; · = not tested or not shown.

Results follow in this order: PrPC surface inh, UGM FP inh, GDH-TPI inh, Mtb BioA inh, MazEF act, Rv3671c inh, FadD28 FP inh, BoNT F protease, Mtb FBA inh
(1) CCC(Oc1ccccc1)C(=O)N1CCN(S(=O)(=O)c2ccccc2)CC1 (stereo not given)
→ 3, 2.9, 5, 1.5, 4, -8, -0.6, -2, 4
(2) O=C1CSC(c2ccccc2)N1CC(O)c1ccc([N+](=O)[O-])cc1 (stereo not given)
→ -14, -4.9, 0, ·, 10, 0, -0.5, -7, -1
(3) Cc1cc(C(=O)CSc2nnnn2-c2ccc(O)cc2)c(C)n1Cc1ccc2c(c1)OCO2
→ 9, -1.2, 11, -0.8, 27, -151, -6.1, 4, -1
(4) CCc1ccc(C(=O)COC(=O)CNC(=O)C2CCCCC2)cc1
→ 3, ·, 11, -1.8, -1, ·, 0.2, 5, 4
(5) NC(=O)NC(Cc1ccccc1)C(=O)NNC(=O)COc1ccccc1Cl (stereo not given)
→ -7, 0.5, 3, -1.6, -3, -1, -3.0, -4, -2
(6) C=CCc1ccccc1OCC(O)CNC (stereo not given)
→ -3, -0.6, -9, 3.0, 1, 0, -4.5, 14, -1
(7) CN(CC(=O)Nc1ccc(OC(F)(F)F)cc1)C(=O)Cc1c(Cl)cccc1Cl
→ 4, 0.7, 3, 1.5, 3, -22, -7.0, -10, -3
(8) CC[C@]12c3[nH]c4ccc(OC)cc4c3CCN1C(=O)C(CC(=O)NCCc1ccccn1)C[C@@H]2C(=O)N1CCN(C(=O)C2CC2)CC1 (stereo not given in full)
→ -5, ·, -1, 1.0, 3, ·, -0.4, -2, -2
(9) O=C(NN=C1CCCCC1)c1ccccc1-n1cccc1
→ -4, -4.7, -14, 2.3, 7, -2, -0.7, -2, 3
(10) CCN1C(=O)c2cccc3c(S(=O)(=O)Nc4nc(C)cs4)ccc1c23
→ ·, 0.9, 12, 2.8, 4, 1, -1.5, 13, -3
(11) COc1cc(CNC(=O)Nc2nc(C(N)Cc3ccc(C(F)(F)F)cc3)cs2)cc(OC)c1OC (stereo not given)
→ -3, ·, 10, 0.4, ·, ·, -2.8, -16, 0
(12) CCn1c(=O)n(CC(=O)N2CCN(c3ccccc3F)CC2)c(=O)c2ccccc21
→ -4, -1.0, 5, 1.0, -2, 8, -3.2, -10, 4
(13) Cc1nc2ccccc2c(=O)n1NC(=O)c1ccccc1Br
→ 3, -1.5, 4, -2.4, 0, 4, -1.5, 4, 5
(14) COc1ccc(-c2nnc(SCC(=O)N3c4ccccc4Sc4ccccc43)o2)cc1
→ -5, 0.1, 0, -2.3, -15, -9, -1.6, -6, 0
(15) Cc1cc(=O)oc(C)c1C(=O)NCc1ccccn1
→ -4, 3.6, 18, ·, -2, 1, -2.6, -1, -2

Next part.
Results follow in this order: PrPC surface inh, UGM FP inh, GDH-TPI inh, Mtb BioA inh, MazEF act, Rv3671c inh, FadD28 FP inh, BoNT F protease, Mtb FBA inh
(16) Cc1ccc(C)c(OCC(=O)O/N=C(\N)c2cccc([N+](=O)[O-])c2)c1
→ 5, -2.8, -9, -1.5, -14, 2, -2.6, ?, -1
(17) CCOC(=O)C(NC(=O)CC)(Nc1ccc(S(=O)(=O)Nc2ncccn2)cc1)C(F)(F)F (stereo not given)
→ 1, 3.6, 8, -1.1, 5, 1, -0.6, -6, 4
(18) CCC(C)(C)NC(=O)C(c1ccc(OC)cc1)N(Cc1cccs1)C(=O)CCC(=O)Nc1cc(C)on1 (stereo not given)
→ -4, -1.1, 12, -0.9, -5, -10, -1.1, -5, 1
(19) CC(NC(=O)c1cccs1)C(=O)NC1=NCCS1 (stereo not given)
→ -4, 2.3, -3, -1.9, 2, 8, 0.4, -17, 1
(20) COCCNC(=O)c1nn2cccnc2c1Cl
→ -2, -2.0, -2, 9.6, 2, 11, -2.8, -2, 2
(21) Cn1c(=O)[nH]c(=O)c2c1nc(SCCN1CCOCC1)n2Cc1ccccc1
→ -7, -2.0, 10, -0.5, -2, -3, -3.1, 4, 1
(22) c1cc(-c2ccsc2)n2cnnc2c1
→ -14, ·, 7, -0.7, ·, ·, -1.7, -3, 7
(23) Cc1ccc(-c2nn(-c3ccccc3)cc2C(=O)Nc2cccc(S(=O)(=O)NC3=NCCC3)c2)cc1
→ 1, ·, -2, -2.5, -26, ·, -4.6, 11, -3
(24) COc1cc(C(=O)OC2CC3CCC2(C)C3(C)C)ccc1OC(C)=O (stereo not given)
→ -1, -2.3, -8, 0.0, 4, -6, -2.7, 1, 0
(25) Cc1cc(N(C)Cc2ccccc2)nc(-c2ccccc2)n1
→ -5, 1.6, 9, -1.2, 1, -2, -5.6, -4, -3
(26) CCc1nc2c(OCCOc3ccccc3)cccn2c1N(C)C(=O)c1ccc(C)cc1
→ -1, ·, -2, -0.5, ·, ·, -7.6, -2, -3
(27) CC(C)(C)c1ccc(OCC(=O)NNC(=S)NC(=O)c2ccco2)c(Br)c1
→ 3, -3.4, 4, -1.0, -2, 7, -1.6, 14, 2
(28) CC1(c2ccc(OC(F)F)cc2)NC(=O)N(CC(=O)Nc2ccc(N3CCCCC3)cc2)C1=O (stereo not given)
→ -11, 0.7, 13, ·, 3, 3, 0.7, -17, -2
(29) Cc1nnc(C)c2c(C)n(-c3ccccc3)c(C)c12
→ -1, ·, 17, 5.1, 9, ·, -1.3, -46, 11
(30) O=C(CSc1nnc(CNC(=O)c2c(F)cccc2F)o1)Nc1ccc2c(c1)OCO2
→ 6, -1.0, -7, 2.0, 1, 8, 2.0, 0, 1

Next section.
Results follow in this order: PrPC surface inh, UGM FP inh, GDH-TPI inh, Mtb BioA inh, MazEF act, Rv3671c inh, FadD28 FP inh, BoNT F protease, Mtb FBA inh
(31) COC(=O)c1cc(OC)cc(O)c1C(=O)c1c(O)cc(C)cc1O
→ -8, -0.9, 13, 4.0, 9, 6, -2.2, -14, 2
(32) Cc1cccc(NC(=O)Cn2cc(C(=O)C3CC3)c3ccccc32)c1C
→ 31*, 1.3, 7, -1.2, -3, -40, ·, 4, 1
(33) Fc1ccc(N2CN(Cc3cccnc3)CNC2=S)cc1
→ 11, 2.1, -3, 0.5, 4, 3, -3.4, ·, -5
(34) CCCCc1nnc2c(N(C)S(=O)(=O)c3ccc(C)cc3)nc3ccccc3n12
→ 9, 2.9, -5, -0.5, 12, -8, -3.2, -4, 0
(35) CN(C)N1C(N)=C(C#N)C(c2cccs2)C2=C1CC(C)(C)CC2=O (stereo not given)
→ 1, 0.8, 8, ·, 9, 4, -0.9, 0, 4
(36) COc1ccc(-c2[nH]ncc2CN2CCC(N3CCSCC3)CC2)cc1F
→ 0, -4.9, -4, ·, -5, -5, -0.8, -10, 1
(37) CCOC(=O)c1c(NC(=O)c2c(Br)cnn2CC)sc(C)c1C
→ -2, 1.4, -2, -1.9, 1, -6, -2.6, -4, 2
(38) c1cncc(-c2nnc(C3CCCCC3)o2)c1
→ -5, -1.3, 3, 1.8, 6, -4, 0.4, 1, 2
(39) Cc1cc(N/N=C/c2ccc(O)cc2)nc(NS(=O)(=O)c2ccccc2)n1
→ -1, 1.9, 74*, -0.9, 8, 2, -4.2, -1, -1
(40) COc1ccc(CN2CCN(C(=O)CC(C)C)CC2)cc1Br
→ -6, -1.2, 9, -0.1, 7, 4, -0.3, -9, 1
(41) COc1ccc(C(c2sc3nc(C)nn3c2O)N2CCN(CCO)CC2)cc1OC (stereo not given)
→ 4, 1.7, 17, 2.7, 4, -6, 0.2, -8, 5
(42) CC(C)(C)OC(=O)N1Cc2ccccc2C[C@H]1C(=O)NCC(=O)Nc1ccc2c(c1)OCCO2
→ 4, -0.4, 3, 2.3, 12, 3, -3.0, -8, 0
(43) CSCCC(NC(=O)c1ccc(Cl)cc1Cl)C(=O)NCc1ccccn1 (stereo not given)
→ 2, 1.9, -6, 0.3, 5, -5, -3.3, -19, 0
(44) CC1(C)Cc2c(sc(NC(=O)C(=O)N3CCOCC3)c2C#N)CO1
→ 5, -1.8, 10, -0.3, -2, -3, -4.3, 2, 2
(45) COc1cc(CC(NC(C)=O)C(=O)NC2CCN(c3nc(C)cc(C)c3C#N)CC2)cc(OC)c1 (stereo not given)
→ -1, 0.2, 2, -2.9, -8, -5, -1.7, -21, 1

The list continues.
Results follow in this order: PrPC surface inh, UGM FP inh, GDH-TPI inh, Mtb BioA inh, MazEF act, Rv3671c inh, FadD28 FP inh, BoNT F protease, Mtb FBA inh
(46) CC(Oc1ccc2c(-c3ccccc3)cc(=O)oc2c1)C(=O)NCCCn1ccnc1 (stereo not given)
→ -10, -1.5, 20, 1.9, 5, -4, -1.3, -10, 6
(47) CN(C[C@H](CC1CCCCC1)N(C[C@H](Cc1ccccc1)N(CCc1ccccc1)N=O)N=O)N=O
→ 3, -0.9, 11, -2.9, -2, -10, 1.8, -4, -2
(48) CCOC(=O)CCNC(=O)N1CCCC(CNS(=O)(=O)Cc2ccccc2)C1 (stereo not given)
→ 8, 1.2, -2, 0.9, 4, -8, -2.0, 1, -5
(49) COc1ccc(C2CCCCC2SCC(=O)O)cc1OC (stereo not given)
→ 6, ·, -3, ·, -3, ·, 0.8, 0, 2
(50) CC(C)OC(=O)/C(=C/c1ccc(Br)cc1)NC(=O)c1ccco1
→ -8, 1.2, 7, -0.2, 3, 7, -1.1, -1, 3
(51) Cc1ccc2nc3c(cc(S(=O)(=O)c4ccccc4)c(=N)n3C3CCCC3)c(=O)n2c1
→ 0, ·, 10, -0.1, -1, ·, -2.8, 1, 0
(52) CCOC(=O)N1CCC(NC(=O)c2ccc(CS(=O)(=O)c3ccccc3C)o2)CC1
→ 7, -0.1, -6, 1.6, 0, -6, 1.1, -2, 2
(53) Cc1ccc(S(=O)(=O)N2CCN(C(=O)N(c3ccccc3)c3ccccc3)CC2)cc1
→ -2, 1.2, -2, 5.3, 0, -3, 0.0, 10, 1
(54) CCc1cccc(NC(=O)CS(=O)Cc2nc(-c3ccc(C)cc3)oc2C)c1 (stereo not given)
→ 0, 3.1, -8, -0.7, 3, -8, -4.1, -3, 1

Molecules from the list above that have a thiophene ring, fused or not, in the order listed:
Results follow in this order: PrPC surface inh, UGM FP inh, GDH-TPI inh, Mtb BioA inh, MazEF act, Rv3671c inh, FadD28 FP inh, BoNT F protease, Mtb FBA inh
(18) CCC(C)(C)NC(=O)C(c1ccc(OC)cc1)N(Cc1cccs1)C(=O)CCC(=O)Nc1cc(C)on1 (stereo not given)
→ -4, -1.1, 12, -0.9, -5, -10, -1.1, -5, 1
(19) CC(NC(=O)c1cccs1)C(=O)NC1=NCCS1 (stereo not given)
→ -4, 2.3, -3, -1.9, 2, 8, 0.4, -17, 1
(22) c1cc(-c2ccsc2)n2cnnc2c1
→ -14, ·, 7, -0.7, ·, ·, -1.7, -3, 7
(35) CN(C)N1C(N)=C(C#N)C(c2cccs2)C2=C1CC(C)(C)CC2=O (stereo not given)
→ 1, 0.8, 8, ·, 9, 4, -0.9, 0, 4
(37) CCOC(=O)c1c(NC(=O)c2c(Br)cnn2CC)sc(C)c1C
→ -2, 1.4, -2, -1.9, 1, -6, -2.6, -4, 2
(44) CC1(C)Cc2c(sc(NC(=O)C(=O)N3CCOCC3)c2C#N)CO1
→ 5, -1.8, 10, -0.3, -2, -3, -4.3, 2, 2
